# Hep lipid drop: hepatic lipid droplet formation modulation. hit rate 0.4% among 240,000. inhibition, % at 6.5 µM. AML12 mouse hepatocytes, oleate lipid droplets, BODIPY imaging;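 active = lipid droplet intensity inhibited by at least 50%, with more than 500 cells counted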
#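 Test system: AML12 hepatocytes (mouse); reagent: oleate loading, 100 µM; dosing: one dose, 6.5 µM compound; incubation: overnight exposure; signal: fluorescence imaging, 20x objective, two fields per well; read-out basis: % inhibition of corrected integrated BODIPY droplet signal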
# Ins promoter up: MIN6 insulin promoter up-regulation; MIN6 insulin promoter-GFP reporter, high-content imaging; hits give high values; z-score at 5 µM; hit rate 0.3% among 190,000;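 active = z-score above 3 at 5 µM with at least 500 cells counted in the well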
# b-catenin transl: modulators of beta-catenin nuclear translocation | HeLa beta-catenin nuclear translocation, immunofluorescence imaging | AID 1665 | nuclear translocation activity, % at 5 µM | hit rate 0.3% among 190,000;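 active = nuclear translocation activity above 50% at 5 µM, with a well cell count of 50 or more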;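 note: per-cell ratio of nuclear to cytoplasmic median beta-catenin stain intensity; plate controls were DMSO negative control for no effect and GSK-3 inhibitor IX positive control for full effect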
#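 Technique: fluorescence imaging of beta-catenin antibody stain plus DAPI / Material: human HeLa cell line / Incubation: compound treatment 24 h, 37°C, 5% CO2 / Read-out basis: % activation of per-cell nuclear versus cytoplasmic median beta-catenin signal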
# Dynein cargo inh: blocks dynein driven cargo transport along microtubules; 3617.4 mouse cells, GR-EGFP nuclear translocation imaging; test concentration mostly 20 µM; stimulated with dexamethasone, 1 µM; hits give low values; z-score, hits read low; hit rate 0.47% among 220,000; AID 1381;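 active = plate z-score of nuclear minus cytoplasmic receptor signal below a set negative limit, without overly bright fluorescence or cell loss, cut at about -3.5 in these data, passing the limit was not always enough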;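 note: z-score of nuclear minus cytoplasmic ring GR-EGFP intensity difference per well; some compounds called inactive have numbers as strong as hits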
#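 Buffer or medium – tet-free medium with charcoal-stripped serum · Signal – automated 10x imaging of fixed Hoechst-stained cells · Also added – dexamethasone agonist, 1.0 µM final, for 30 min · Incubation – induction 48 h, compound 1 h, agonist 30 min · Read-out – GR-EGFP nuclear translocation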
# T cell modulator: T cell immune modulation candidate. 2C CD8+ T cell-vesicle binding, flow cytometry; hits give low values. calls only at 7 µM. AID 2052. hit rate 0.068% among 330,000;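 active = response, share of CD8 T cells binding vesicles, and their 90th percentile fluorescence all below set limits, cut at about 80% in these data, passing the limit was not always enough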
#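 Material: murine 2C transgenic CD8+ T lymphocytes / Also added: QL9-peptide-loaded Drosophila micro-vesicles bearing Ld, ICAM-1 and B7-1 / Schedule: binding step 1.5 h, 37 °C, antibody labelling 20 min, ice / Signal: flow cytometry, PE anti-B7-1 (FL2) versus Alexa647 anti-CD8 (FL8), PFA-fixed / Evaluation: percent CD8+ FL2 mean versus row control / Benchmarks: naked versus QL9-loaded vesicles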
# PhoP inhibition: inhibitors of PhoP regulon expression, primary screen, Salmonella Typhimurium, GFP reporter (AID 1863) | S. Typhimurium PhoP-regulated promoter GFP reporter, 4 h; higher % means a stronger effect | inhibition, % at 50 µM, or IC50 in µM where a hit was titrated | hit rate 0.16% among 300,000;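 active = inhibition over 29.93%, a cutoff 3 SD above the screen mean, later confirmed by dose response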;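 note: 0% = low Mg2+ inducing control and 100% = high Mg2+ repressing control; strong numbers were not always called active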
# MT stabilize HCS: stabilizes microtubules in HeLa cells. HeLa tubulin immunostaining HCS, 24 h; share of cells brighter than vehicle mean+2SD. % tubulin-high responders, % at 10 µM. hit rate 0.83% among 200,000;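 active = plate Z-score above 3 for both tubulin-high and condensed-nucleus cell shares, with cell loss under 80%, at 10 µM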;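 note: anti alpha tubulin signal scored within the nucleus-defined area of each cell; some results filed as inactive read as strong as hits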
# Autophagy HCS: modulators of autophagy. MEF GFP-LC3 puncta imaging; test concentration mostly 10 µM. calls only at 10 µM (by protocol). hit rate 0.98% among 190,000. AID 463193;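 active = percentage of spot-positive cells more than 3 SD above its plate mean, without a fluorescence outlier flag or 80% toxicity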;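 note: spot-positive cell cutoff set from DMSO-treated cells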
# ER stress rescue: rescue of cells from ER stress-induced death, primary screen, 384-well, CSM14.1, thapsigargin, ATP luminescence (AID 1222) | CSM14.1 thapsigargin-induced death rescue, ATP luminescence; higher % means a stronger effect | cellular ATP content (survival), % at 20 µM, or EC50 in µM where a hit was titrated | 190,000 tested, under 10 active;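 active = EC50 below 50 µM in the dose-response confirmation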;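 note: death triggered by thapsigargin at about 15 µM added after 2 h compound pretreatment; cell ATP read after overnight thapsigargin exposure of roughly 18 to 22 hours; normalized against plate controls of thapsigargin alone and 5% DMSO vehicle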
# Dynein cargo inh cytoplasmic EGFP: further read-out of Dynein cargo inh, marked with its call; z-score; measured here: cytoplasmic GR-EGFP intensity; hits give high values
# Dynein cargo inh nuclear GR-EGFP: second read-out of Dynein cargo inh, no call of its own (marks repeat the call); z-score; measured here: nuclear GR-EGFP intensity;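 lower value marks the stronger effect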
# Dynein cargo inh cell count: recorded beside Dynein cargo inh, whose call it bears; z-score; measured here: cell count per field
# Ins promoter up cell count: recorded beside Ins promoter up, whose call it bears; cell count; measured here: cytotoxicity, nuclei count;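 total cells summed across four imaged fields per well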
# Hep lipid drop cells 6.5 µM: second read-out of Hep lipid drop, no call of its own (marks repeat the call); cell count; measured here: cell count, cytotoxicity flag;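 cells counted across two imaged fields per well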
# b-catenin transl cell count 5 µM: also measured in b-catenin transl; calls as there; cell count; measured here: cell count, cytotoxicity flag
# T cell modulator vesicle-bound %: further read-out of T cell modulator, marked with its call; double positive events, %; measured here: CD8+ vesicle-bound cell fraction;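 binding gate set so that unloaded-vesicle control wells show 10% double positive cells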
# MT stabilize HCS Hoechst-high %: recorded beside MT stabilize HCS, whose call it bears; % Hoechst-high responders; measured here: nuclear condensation Hoechst responders;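 share of cells brighter than vehicle mean plus two SD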
# MT stabilize HCS cytotoxicity %: further read-out of MT stabilize HCS, marked with its call; toxicity, %; measured here: cytotoxicity by cell density;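 0% = mean cell density of plate MIN control wells and 100% = no cells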
# Autophagy HCS cell loss 18 h: recorded beside Autophagy HCS, whose call it bears; toxicity, %; measured here: cell loss, nuclei count;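 cell loss after 18 h compound exposure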
# Active calls of the source: *; i = inactive; . = not tested or not shown; + = active, no number. This is a random part of the collection. About 3% of those tested had a hit in this group.
Compound	Hep lipid drop	Hep lipid drop cells 6.5 µM	Ins promoter up	Ins promoter up cell count	b-catenin transl	b-catenin transl cell count 5 µM	Dynein cargo inh	Dynein cargo inh cytoplasmic EGFP	Dynein cargo inh nuclear GR-EGFP	Dynein cargo inh cell count	T cell modulator	T cell modulator vesicle-bound %	PhoP inhibition	MT stabilize HCS	MT stabilize HCS Hoechst-high %	MT stabilize HCS cytotoxicity %	Autophagy HCS	Autophagy HCS cell loss 18 h	ER stress rescue
CCOC(=O)N1CCN(S(=O)(=O)c2ccc(C(=O)Nc3ccc(F)cc3F)cc2)CC1	.	.	1.9	854	15	1373	1.3	-0.19	0.97	-1.2	i	64	2%	29*	35*	68*	+	36*	2.2%
CCCCOc1ccc(NC(=O)CCSc2nccn2C)cc1	2	691	-0.03	1537	-0.4	1530	-0.98	-0.25	-0.57	0.5	i	30	-2%	4.3	1.8	9.6	i	-7	0.7%
O=C(Nc1ccc(Cl)cc1)Nc1ccc(N2CCC(C(F)(F)F)CC2)nc1	5	737	-0.39	1078	-0.6	1387	0.39	0.095	0.2	0.03	i	25	3%	.	.	.	.	.	.
O=C(OCCN1CCCC1=O)c1cc(F)c(F)c(F)c1F	18	655	-0.14	1451	-2.1	1050	-0.25	-0.17	-0.24	-0.17	i	8	2%	4.7	2.0	9.4	i	61	1.3%
Cc1oncc1C(=O)NC(C)C	7	785	-0.59	817	-6.4	1184	-0.65	-0.41	-0.47	0.7	i	30	19%	2.3	2.1	7.3	i	3	0.1%
Clc1ccc(-c2nnc3n2-c2ccccc2SC3)cc1	-3	717	-0.14	1033	-0.1	1247	0.5	-0.21	0.019	-0.12	i	20	-5%	.	.	.	.	.	.
CCCCNC1=NCCS1	-4	698	0.96	1193	-0.1	1055	-0.33	-0.2	-0.14	0.6	i	38	6%	3.8	1.2	4.5	i	17	-0.3%
CC1CCCC(NC(=O)C2CCN(S(=O)(=O)N3CCCCCC3)CC2)C1C (stereo unspecified)	-13	762	0.25	1161	-0.1	523	-0.67	-0.19	0.46	-0.26	i	51	2%	2.6	2.4	2.7	i	18	-1.6%
COC(=O)c1sc2nc(-c3ccccc3)nc(N3CCN(C)CC3)c2c1C	12	761	-4.3	1075	.	.	-0.08	-0.22	-0.1	0.52	.	.	-10%	4.0	2.6	5.9	i	-17	-2.5%
O=C(CCc1ccccc1)NNC(=S)NC(=O)c1ccc(Cl)cc1	0	796	-0.43	930	-2.3	1193	0.78	-0.15	1.1	-0.32	i	7	-27%	1.4	0.8	4.9	i	30	7.1%
CC1CCCCN1C/C=C/c1ccccc1[N+](=O)[O-] (stereo unspecified)	.	.	-0.52	1312	0.0	1444	-0.24	-0.19	0.58	0.96	.	.	6%	3.3	1.9	2.9	i	-22	-0.8%
COc1cccc(NC(=O)Nc2cccn(Cc3ccc(C)cc3)c2=O)c1	-5	724	-1.5	1338	6.2	930	-0.13	-0.23	0.14	0.66	i	23	-1%	0.6	0.8	4.1	i	-6	8.8%
COC(=O)C1=C(CSc2nc3c(cc2C#N)CN(C)CC3)OC(N)=C(C#N)C1c1ccc(F)cc1 (stereo unspecified)	-41	750	.	.	.	.	-2.6	1.3	-1.1	-0.022	i	28	-7%	4.6	2.3	5.6	i	-16	-1.8%
Cc1onc(-c2ccccc2)c1C(=O)NCCc1ccc(S(N)(=O)=O)cc1	-10	750	0.96	971	5.2	1112	0.39	0.2	0.13	0.009	i	24	3%	1.5	1.0	11	i	0	-4.4%
O=c1[nH]c(SCc2ccccc2F)nc2ccccc12	18	735	-0.8	1416	0.6	1002	0.013	-0.19	0.43	-0.19	i	18	.	2.9	1.0	8.5	i	-20	0.9%
CON(C)S(=O)(=O)c1ccc2c(c1)NC(=O)C1CCCN21 (stereo unspecified)	.	.	.	.	.	.	0.057	-0.18	-0.12	-1.4	i	8	-2%	2.8	1.8	3.5	i	-18	-0.9%
COc1cc(CNc2ccc3c(c2)CCC3)cc(OC)c1O	-6	670	0.89	1818	0.1	1031	-0.63	-0.09	-0.65	0.71	i	13	-16%	4.0	2.0	17	i	11	-0.7%
O=C(CN(C(=O)CSc1nc2ccccc2o1)c1cccc(F)c1)NC1CCCCC1	.	.	.	.	.	.	-0.35	-0.19	-0.49	-0.12	i	31	2%	1.8	1.6	9.9	i	-2	0.9%
Cc1cc(N2CCN(c3nc(-c4ccccc4)cs3)CC2)c2ccccc2n1	26	649	-1.1	1287	-1.9	977	-0.22	-0.18	0.48	-0.095	i	30	-12%	1.3	1.4	0.4	i	9	0.7%
O=C(Nc1cccc([N+](=O)[O-])c1)c1ccc2c(c1)OCO2	2	696	0.01	1270	2.4	564	-0.47	0.19	-0.24	0.38	i	38	-9%	5.9	1.8	3.7	i	-12	-0.4%
CC(C)Cn1c(SC(C)C(=O)Nc2ccc(N3CCOCC3)cc2)nc2ccccc21 (stereo unspecified)	0	682	-0.19	1522	-1.9	1058	-0.4	-0.27	-0.089	1.1	i	49	3%	2.5	1.8	5.9	i	9	1.8%
O=C(CSc1nnc(NCc2ccccc2)s1)N1CCOCC1	-18	718	0.46	1276	.	.	-0.95	-0.26	-0.87	1.4	i	35	8%	2.4	2.4	6.1	i	6	-1.4%
Cc1cc(NC(=O)COC(=O)COc2ccc(Cl)cc2C)c([N+](=O)[O-])cc1C	10	674	0.31	1310	1.2	522	-0.39	-0.27	0.4	0.35	i	18	7%	2.7	2.1	7.4	i	-19	-1.8%
Cc1ccc(-c2cc(C(F)F)n3ncc(C(=O)Nc4c(C)nn(Cc5c(Cl)cccc5Cl)c4C)c3n2)cc1	.	.	-0.83	734	-2.6	1488	-0.17	0.23	0.55	0.75	i	12	-6%	5.9	1.8	8.1	+	-17*	0.8%
Cc1ccc(NC(=O)COC(=O)c2sccc2C)cc1S(=O)(=O)N1CCOCC1	-4	624	-0.71	1430	1.2	1023	-0.44	-0.25	-0.4	0.25	i	61	-8%	6.0	2.8	9.8	i	2	5.6%
O=C(Nc1cccc2ccccc12)/C(=C/c1ccc([N+](=O)[O-])cc1)NC(=O)c1ccccc1	.	.	.	.	.	.	-0.94	-0.23	-0.92	0.65	i	10	4%	3.0	2.4	8.7	i	-32	1.1%
CN(C)/C=C/C(=O)c1ccc(Cl)cc1Cl	-1	730	-0.27	1587	-2.5	1048	-0.14	0.05	0.44	-0.8	i	13	-5%	3.5	3.8	11	i	-2	-0.5%
Cc1ccc2[nH]c(=O)c(CN(CC3CCCO3)S(=O)(=O)c3c(C)ccc4nsnc34)cc2c1 (stereo unspecified)	.	.	-0.47	1298	-0.9	1155	0.43	0.12	0.8	-0.79	i	53	5%	3.8	1.7	2.4	i	9	-1.3%
Cc1ccc(C)c(S(=O)(=O)N2C(=S)NC(=O)C2CC(C)C)c1 (stereo unspecified)	-1	663	0.11	780	-1.6	1049	0.29	-0.21	0.32	-0.013	i	28	7%	1.5	1.0	3.4	i	4	2.0%
Oc1c(Cl)cc(Cl)cc1/C=N/NC(=S)NC1CC2C=CC1C2 (stereo unspecified)	-56	677	-0.44	1412	-2.9	1139	-0.43	0.087	-0.12	0.075	i	14	-7%	.	.	.	.	.	.
COCCNC(=O)C(c1ccc(F)cc1)N(Cc1ccco1)C(=O)CCC(=O)Nc1nccs1 (stereo unspecified)	.	.	0.78	1380	-2.6	1126	-0.36	-0.098	0.064	0.73	i	39	-2%	2.4	6.2	8.8	i	4	-0.8%
Cc1cccc(C)c1NC(=O)CN(C)CC(=O)Nc1ccccc1Br	.	.	-0.23	1627	-2.6	1359	-0.41	-0.18	0.52	-0.036	i	7	-2%	2.7	1.8	8.5	i	10	-1.1%
COc1ccc(-c2noc(N(C)CC(=O)Nc3cccc(C(F)(F)F)c3)n2)cc1	.	.	0.33	1657	1.3	1325	-0.16	-0.19	-0.093	0.045	i	42	-2%	1.8	2.5	12	i	9	-1.3%
COc1cc(/C=C(\C#N)c2nc3ccccc3n2C)cc(OC)c1O	4	655	-0.45	1551	-3.3	1143	-0.42	-0.22	-0.6	0.46	i	27	7%	1.5	1.3	0.2	i	1	2.0%
COc1ccc(C(c2nnnn2Cc2cccs2)N2CCN(c3ccccc3F)CC2)cc1 (stereo unspecified)	.	.	-0.07	1033	-2.2	1113	-0.64	-0.24	-0.16	1.2	i	52	7%	2.3	1.4	5.0	i	0	3.6%

# Screening data (PubChem BioAssay)
